# Assay outcomes from PubChem.
# MrgX1 PAM = positive allosteric modulators of MrgX1, primary screen, HEK293 cells, Fluo-4 calcium flux. Mas-related G-protein coupled receptor member X1 (Homo sapiens), Q96LB2. FDSS; active compounds read high. B-score at 10 µM. hit rate 0.63% among 310,000. AID 588675, 2011;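 active = plate-corrected calcium response at least 3 library SD above typical, normal starting fluorescence, not activating the receptor alone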;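 also: compound read alongside a low EC10 to EC30 dose of BAM8-22 agonist; peak minus trough fluorescence over baseline measured at the second addition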
# Target sequence (Q96LB2 whole entry, looked up): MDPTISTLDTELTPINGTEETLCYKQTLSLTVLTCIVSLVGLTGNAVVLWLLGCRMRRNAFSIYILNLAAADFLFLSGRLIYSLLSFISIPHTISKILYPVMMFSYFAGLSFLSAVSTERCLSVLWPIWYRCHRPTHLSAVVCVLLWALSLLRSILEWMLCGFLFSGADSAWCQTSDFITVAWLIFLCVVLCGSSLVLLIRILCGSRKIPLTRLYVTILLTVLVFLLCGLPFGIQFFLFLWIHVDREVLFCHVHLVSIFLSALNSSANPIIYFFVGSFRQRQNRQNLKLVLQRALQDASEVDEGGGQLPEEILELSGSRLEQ
# RGS4 pot = RGS4 potentiators or activators, primary screen, cell-based, HEK293 M3R inducible RGS4, calcium flux; B-score at 10 µM; AID 463111, 2010; carbachol calcium flux Fluo4; active compounds read low; hit rate 0.92% among 310,000;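 active = B-score of the integrated calcium signal more than 4 SD below the library mean, with starting fluorescence not abnormally high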;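 also: negative B-score means reduced calcium response which marks RGS4 activation or potentiation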
#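 Assay system: Inducible-RGS4 HEK293 cells carrying M3 receptor | Schedule: Compound preincubation 20 min at room temperature before agonist | Signal: Kinetic calcium fluorescence imaging with Fluo4-AM dye, 2 µM | Read-out basis: B score from integrated fluorescence ratio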
# KCNQ1 act = potentiators or activators of KCNQ1 channel, primary screen, cell-based, thallium flux, high-throughput; hit rate 0.35% among 310,000; B-score at 10 µM; CHO-K1 KCNQ1, thallium flux FluxOR fluorescence; active compounds read high;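 active = fluorescence ratio B-score, a plate-corrected score, at least three library SD, with initial intensity B-score within 5 SD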
#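 Medium – assay buffer, equal DMSO in all wells · Material – CHO-K1 cell line with stable KCNQ1 potassium channel expression · Signal – kinetic FluxOR thallium fluorescence, 10-s 1-Hz baseline, 110-s post-stimulus read · Compound – single concentration per compound, DMSO matched to controls · Schedule – 37 °C overnight plating, 90-min dark dye load, 20-min compound pretreatment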
# TMEM16A act = TMEM16A chloride channel activators or potentiators, primary screen, cell-based, HTS; Anoctamin-1 (Mus musculus), Q8BHY3; HEK293 TMEM16A/YFP-H148Q/I152L, iodide quench fluorescence; active compounds read low; B-score at 10 µM; hit rate 0.3% among 340,000; AID 623877, 2012;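 active = fluorescence-ratio B-score plate-corrected deviation score at least 3 library SD below zero, with starting fluorescence score within 5 deviations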;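 also: channel opened by trigger with iodide after compound preincubation; score built on the fluorescence ratio of max minus min over baseline; more negative score means more quench and so TMEM16A activation or potentiation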
# hERG rescue = hERG rescue from dofetilide block, primary screen, cell-based, CHO-hERG, FluxOR thallium flux, dofetilide IC70. dofetilide IC70 present. activation (rescue from dofetilide block), less the hit threshold, % at 10 µM. hit rate 0.51% among 310,000. AID 1511, 2009;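 active = activation above the mean of controls blocked by dofetilide plus 5 SD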;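 also: thallium influx through hERG after potassium depolarization seen as dye fluorescence rise; in these data hits start at about 4.7%; inactives centre near -7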
# ANO1 block = TMEM16A chloride channel inhibitors, primary screen, cell-based, HTS | Anoctamin-1 (Mus musculus), Q8BHY3 | HEK293 TMEM16A/YFP iodide influx fluorescence, ionomycin | normalized B-score (activity score, 25-100; higher = stronger inhibition) at 10 µM | hit rate 1.2% among 310,000;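 active = ratio plate-corrected score three or more library SD toward inhibition, starting fluorescence score within five deviations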;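 also: score derived from kinetic fluorescence span divided by baseline fluorescence per well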
# KCNK9 block = KCNK9 potassium channel inhibitors, primary screen, HEK293 cells, thallium flux. Potassium channel subfamily K member 9 (Homo sapiens), Q9NPC2. FluxOR thallium flux fluorescence; active compounds read low. B-score at 10 µM. hit rate 1.2% among 310,000. AID 488922, 2010;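 active = ratio B-score over 3 SD below the library mean, with starting fluorescence within 5 SD of its mean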;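 also: negative B-score means less thallium flux so channel inhibition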
# KCNK3 inh = human KCNK3 channel inhibitors, primary screen, CHO cells, FluxOR thallium flux, B-score | FluxOR fluorescence; active compounds read low | B-score at 10 µM | hit rate 0.84% among 340,000 | AID 602410, 2012;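 active = B-score under library mean minus 4 SD, starting fluorescence ratio at most library mean plus 5 SD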;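 also: more negative B-score means stronger inhibition of thallium flux through KCNK3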
# Target sequence (O14649 whole entry, looked up): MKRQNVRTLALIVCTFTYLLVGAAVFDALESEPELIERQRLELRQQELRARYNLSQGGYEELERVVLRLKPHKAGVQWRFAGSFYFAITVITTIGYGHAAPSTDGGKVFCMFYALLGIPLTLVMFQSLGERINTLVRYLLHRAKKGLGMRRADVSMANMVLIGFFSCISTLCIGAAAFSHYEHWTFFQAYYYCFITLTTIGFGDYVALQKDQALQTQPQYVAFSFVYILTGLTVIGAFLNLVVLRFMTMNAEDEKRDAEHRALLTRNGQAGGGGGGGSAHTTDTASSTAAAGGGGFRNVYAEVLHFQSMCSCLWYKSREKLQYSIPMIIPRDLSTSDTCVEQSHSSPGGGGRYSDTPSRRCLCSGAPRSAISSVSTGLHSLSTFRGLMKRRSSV
# RGS4 inh = RGS4 inhibitors, primary screen, cell-based, HEK293 M3R inducible RGS4, calcium flux | Regulator of G-protein signaling 4 (Homo sapiens), P49798 | AID 463165, 2010 | Fluo-4 calcium flux; active compounds read high; triggered by carbachol at its EC20 | B-score at 10 µM | hit rate 0.45% among 310,000;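 active = B-score, a plate-corrected calcium signal, over three deviations above library mean, with baseline fluorescence within five deviations of library mean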;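 also: RGS4 expression induced by doxycycline in cells with stable M3 receptor; B-score is computed from the integrated fluorescence ratio over baseline after carbachol; higher B-score means a larger calcium signal and so more RGS4 inhibition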
# Target sequence (P49798 whole entry, looked up): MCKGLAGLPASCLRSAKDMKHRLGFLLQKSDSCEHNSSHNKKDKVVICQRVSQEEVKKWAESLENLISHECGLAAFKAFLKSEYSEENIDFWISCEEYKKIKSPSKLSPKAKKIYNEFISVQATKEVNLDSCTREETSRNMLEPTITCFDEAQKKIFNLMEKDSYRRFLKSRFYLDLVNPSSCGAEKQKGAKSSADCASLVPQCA
# MrgX1 ag = agonists of human MrgX1 receptor, primary screen, HEK293 cells, Fluo-4 calcium flux; Mas-related G-protein coupled receptor member X1 (Homo sapiens), Q96LB2; Fluo-4 calcium fluorescence, agonist mode; active compounds read high; B-score at 10 µM; hit rate 0.44% among 310,000;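 active = calcium response B-score plate-corrected fluorescence ratio at least 3 library SD, with starting fluorescence B-score inside 5 SD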
#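 Assay system: MrgX1-expressing HEK293 cells / Amount: fifteen thousand cells per well / Doses: test compound in the initial addition of three / Timing: cells plated overnight, dye loaded 0.5 h 37 °C, 0.5 h room temperature / Technique: kinetic calcium dye fluorescence, Fluo-4 NW / Control set: positive and negative controls per plate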
# KCNQ1 block = inhibitors of human KCNQ1 channel, primary screen, cell-based, thallium flux, high-throughput | CHO-K1 KCNQ1, FluxOR thallium flux fluorescence; active compounds read high | B-score at 10 µM | hit rate 1.3% among 310,000 | AID 2642, 2010;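 active = compounds whose thallium flux B-score, printed positive for inhibition, exceeds three library SD while starting fluorescence stays within three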;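 also: channel opened by potassium depolarization with thallium stimulus after 20 min compound exposure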
# The depositor's hits bear a star; i = inactive; / = no result given.
smiles	KCNK3 inh	ANO1 block	RGS4 pot	MrgX1 ag	RGS4 inh	TMEM16A act	hERG rescue	KCNQ1 act	KCNQ1 block	MrgX1 PAM	KCNK9 block
Cc1c(NC(=O)C(C)Sc2nnc(-c3ccccc3)o2)c(=O)n(-c2ccccc2)n1C (centres undefined)	i	i	i	i	i	i	-2	i	i	i	i
Cc1cc(SCC(=O)OCC(=O)N2CCN(C(=O)c3ccco3)CC2)c(C)cc1Br	i	i	i	i	i	i	0	i	i	i	i
COc1ccc(NC(=O)c2nc(SC)ncc2Cl)cc1	i	i	i	i	i	i	-6	i	i	i	i
O=C(O)c1ccc(NS(=O)(=O)c2cccc(C(=O)Nc3ccc(Br)cc3)c2)cc1	i	i	i	i	i	i	-10	i	i	i	i
CN(C)C(CNC(=O)/C=C/c1cccc(Cl)c1)c1ccccc1 (centres undefined)	i	i	i	i	i	i	-9	i	i	i	i
Cc1noc(C)c1C(=O)N1CCCc2ccccc21	i	i	i	i	i	i	-11	i	i	i	i
Cc1ccsc1C(=O)N1CCC(N2CCC(C(=O)NCC3CCCO3)CC2)CC1 (centres undefined)	i	i	i	i	i	i	-2	i	i	i	i
Cc1ccc(CSCc2nc3ccccc3[nH]2)cc1	i	/	i	/	i	i	-3	i	i	/	i
O=C(O)c1cccnc1SC1CC(=O)N(c2ccc(OC(F)F)cc2)C1=O (centres undefined)	i	i	i	i	i	i	-14	i	i	i	i
CC(C)c1nnc(NC(=O)CN(C)S(=O)(=O)c2ccc3c(c2)OCCO3)s1	i	i	i	i	i	i	-8	i	i	i	i
CC(=O)c1ccc(NC(=O)NCc2ccc(F)cc2)cc1	i	i	i	i	i	i	-4	i	i	i	i
CCCCc1c(O)nc(SCC(=O)NC(C)(C)C)n(-c2ccccc2C)c1=O	i	i	i	i	i	i	-4	i	i	i	i
COc1cccc(C(=O)Nc2ccccc2OC(F)(F)F)c1	i	i	i	i	i	i	1	i	i	i	i
Cc1ccc(OCC(=O)Nc2ccc3c(c2)nc(CCN2CCC(C)CC2)n3C)cc1	i	i	i	i	i	i	-10	i	i	i	i
CN(C)c1ccc(/C=C/C(=O)c2c(O)c3ccccc3oc2=O)cc1	i	i	i	i	i	i	-33	i	i	i	i
CC1(C(=O)NC2CCCCCCC2)CCC(=O)N1Cc1cccs1 (centres undefined)	i	i	i	i	i	i	-9	i	i	i	i
Cc1ccc(S(=O)(=O)Nc2cccc(C(=O)NCc3ccc(S(N)(=O)=O)cc3)c2)cc1	i	i	i	i	i	i	-7	i	i	i	i
CCOC(=O)C1=C(c2ccccc2)NC(=O)NC1c1ccsc1 (centres undefined)	i	i	i	i	i	i	-8	i	i	i	i
O=C(/C=C/c1ccccc1)NC(NC(=S)Nc1cccc(O)c1)C(Cl)(Cl)Cl (centres undefined)	i	i	i	i	i	i	-12	i	i	i	i
Cc1ccc(S(=O)(=O)N(C)/N=C2/C(=O)N(CC(=O)O)c3ccccc32)cc1	i	i	i	i	i	i	-2	i	i	i	i
CNC(=O)c1cc(C)c(-c2ccccc2)s1	i	i	i	i	i	i	-7	i	i	i	i
COc1ccc(CNC(=O)CN2C(=O)c3ccccc3C2=O)cc1	i	i	i	i	i	i	-1	i	i	i	i
CCN(CC)CC(=O)Nc1ccc(Oc2ccc(NC(=O)CN(CC)CC)cc2)cc1	i	i	i	i	i	i	-10	i	i	i	i
CC1=C(C(=O)Nc2ccccc2)C2(CCCCC2)C(C#N)=C(SCC(N)=O)N1	i	i	i	i	i	i	-5	i	i	i	i
O=C(NCC(c1ccco1)N1CCN(c2ccccc2F)CC1)C1CCCCC1 (centres undefined)	i	i	i	i	i	i	-15	i	i	i	i
O=C(Cn1cc(C(=O)c2ccco2)c2ccccc21)NC1CCCC1	i	i	i	i	i	i	-13	i	i	i	i
O=c1[nH]c(/C=C/c2ccccc2[N+](=O)[O-])nc2ccccc12	i	i	i	i	i	i	-4	i	i	i	i
COC(=O)C1=C(C)NC(=O)C1(NS(=O)(=O)c1ccc(C)cc1)C(F)(F)F (centres undefined)	i	i	i	i	i	i	-1	i	i	i	i
CCOc1ccc(N2C(=O)CS/C2=N/NC(=O)COc2ccc3ccccc3c2)cc1	i	i	i	i	i	i	-11	i	i	i	i
CN(Cc1ccccc1)Cc1nc2c(c(=O)n(C)c(=O)n2C)n1Cc1ccccc1Cl	i	i	i	i	i	i	-14	i	i	i	i
O=C(CCN=C1NS(=O)(=O)c2ccccc21)OCC(=O)c1ccccc1	i	i	i	i	i	i	-12	i	i	i	i
Cc1cc2nc(C)c(Cl)c(=O)n2[nH]1	i	i	i	i	i	i	-7	i	i	i	i
[O-]/C(=C(\C(=S)NCc1ccccc1)[n+]1ccccc1)c1ccc(Cl)s1	i	i	i	i	i	i	-15	i	i	i	i
CC1CCCCN1Cc1cnc(Cl)s1 (centres undefined)	i	i	i	i	i	i	-8	i	i	i	i
O=C(COC(=O)c1ccc2c(c1)S(=O)(=O)N=C1CCCCCN12)NCCc1ccc(F)cc1	i	i	i	i	i	i	-10	i	i	i	i
CCN1C(=O)N(c2ccc(Cl)cc2)C(C)=CC1(C)C	i	i	/	i	/	i	/	/	/	i	/
Cc1ccccc1NC1=C/C(=N\S(=O)(=O)c2ccc(C(=O)O)cc2)c2ccccc2C1=O	i	i	i	i	i	i	6.1*	i	i	i	i
CCc1ccc(CN(C)C(C)C(=O)NCc2ccccc2)cc1 (centres undefined)	i	i	i	i	i	i	-7	i	i	i	i
CCCn1c2c(c(O)c(C(=O)Nc3ncccc3O)c1=O)CCCC2	i	i	i	i	i	i	-6	i	i	i	i
CC(NC(N)=O)C(=O)Nc1ccc(Cl)c(S(=O)(=O)Nc2ccc(Cl)cc2)c1 (centres undefined)	i	i	i	i	i	i	-5	i	i	i	i
Cc1cccc(C)c1NC(=O)CN1CCN(CCCC(c2ccc(F)cc2)c2ccc(F)cc2)CC1	i	i	/	i	/	i	/	/	/	i	/
Cc1ccc2cc(CN(Cc3nnnn3C3CCCCC3)CC3CCCO3)c(=O)[nH]c2c1 (centres undefined)	i	i	i	i	i	i	-12	i	i	i	i
O=C(Cc1n[nH]c(=O)[nH]c1=O)N/N=C/CCc1ccccc1	i	i	i	i	i	i	-5	i	i	i	i
Cc1cccc(OCCC(=O)Nc2cc(S(=O)(=O)N3CCCCC3)ccc2N2CCOCC2)c1	i	i	i	i	i	i	-8	i	i	i	i
Cc1cc(NC(=O)CSc2nc3ccccc3c(=O)n2-c2ccccc2)no1	i	i	i	i	i	i	-9	i	i	i	i
Cc1ccccc1Nc1c(-c2ccncc2)nc2ccc(Br)cn12	i	i	i	i	i	i	-14	i	i	i	i
CCOC(=O)c1cc(S(=O)(=O)N2CCCC2)cn1C	i	i	i	i	i	i	-7	i	i	i	i
COC(=O)c1ccc(Oc2coc3cc(OCc4cnn(-c5ccccc5)c4)ccc3c2=O)cc1	i	i	i	i	i	i	-7	i	i	i	i
CC1CN(C(=O)c2ccc(OC3CCN(Cc4ccccn4)CC3)cc2)CCN1C (centres undefined)	i	i	i	i	i	i	-8	i	i	i	i
Cc1ccc(S(=O)(=O)N2CCC(C(=O)OCC(=O)N(CCC#N)c3ccc(F)cc3)CC2)cc1C	i	i	i	i	i	i	-6	i	i	i	i
CCN(CC)CCNc1c2c(c(C#N)c3nc4ccccc4n13)CCCC2	i	i	i	i	i	i	-2	i	i	i	i
COc1ccc2[nH]c(=O)c(CN(CCc3ccccc3)C(C)=O)cc2c1	i	i	i	i	i	i	-8	i	i	i	i
O=P(O)(CCc1ccccn1)CN1CCOCC1	i	i	i	i	i	i	-7	i	i	i	i
CCOC(=O)CSc1nc2ccccc2c(=O)n1CC(C)C	i	i	i	i	i	i	-7	i	i	i	i
Cc1c(/C=N/NC(=O)c2cccs2)c2ccccc2n1Cc1ccccc1Cl	-9.3*	i	i	i	i	i	-8	i	i	i	-7.7*
O=C(NCCCN1CCOCC1)c1sc2cc([N+](=O)[O-])ccc2c1Cl	i	i	i	i	i	i	4	i	i	i	i
CC(C)CNc1nc(N)c([N+](=O)[O-])c(NC2CCCCC2)n1	i	i	i	i	i	i	-4	i	i	i	i
CC1CC(=O)Nc2ccccc2N1S(=O)(=O)c1ccc(Br)cc1 (centres undefined)	i	i	i	i	i	i	-16	i	i	i	i
CC1Cc2cc(/C(O)=C3/C(=O)C(=O)N(Cc4ccco4)C3c3cccs3)ccc2O1 (centres undefined)	i	i	i	i	i	i	-2	i	i	i	i
CCN(Cc1ccccc1)C(=O)CCS(=O)(=O)c1ccc2c(c1)NC(=O)CO2	i	i	i	i	i	i	-2	i	i	i	i

# Carrying on:
smiles	KCNK3 inh	ANO1 block	RGS4 pot	MrgX1 ag	RGS4 inh	TMEM16A act	hERG rescue	KCNQ1 act	KCNQ1 block	MrgX1 PAM	KCNK9 block
O=[N+]([O-])c1ccccc1CNC1CCCCCC1	i	i	i	i	i	i	-13	i	i	i	i
CCN(c1ccccc1)c1nc(C#N)nc(N(CC)c2ccccc2)n1	-11*	25*	i	i	i	i	-10	i	7*	i	i
CN=c1scc(C)n1/N=C/c1ccc2c(c1)OCO2	i	i	i	i	i	i	-8	i	i	i	i
CC1(c2nnc(-c3ccccc3)o2)CC(c2cccc(Cl)c2)=NO1 (centres undefined)	i	i	i	i	i	i	-8	i	i	i	i
